ALOX15B inhib – qHTS Assay for Inhibitors of 15-hLO-2 (15-human lipoxygenase 2); purified 15hLO-2, xylenol orange hydroperoxide absorbance; 0.56% of 110,000 active; Potency, µM (top dose mostly 57.1 µM), for the others: at the highest dose activity change, negative = inhibition, hits mostly inhibitors; Polyunsaturated fatty acid lipoxygenase ALOX15B (Homo sapiens), O15296; AID 881, 2007; note: potency is the fitted concentration of half-maximal effect; nearly all actives have a fitted effect of over 60% in size; many of its hits are not listed in these tables
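Purified human 15hLO-2 (50 nM final) preincubated with compounds 15 min at room temperature in 25 mM Hepes pH 7.5, 0.01% Triton X-100, then 45 uM arachidonic acid added for 90 min; hydroperoxide detected via ferrous/xylenol orange, 573/405 nm absorbance ratio.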
PNC assembly inh – High Content Assay for Compounds that inhibit the Assembly of the Perinucleolar Compartment; PC3M PTB-GFP, PNC prevalence imaging, 16 h; active compounds read low; 3.1% of 140,000 active; activity change (PNC), negative = inhibition, % at 10 µM;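 active = readout at or below -70, meaning at least 70% loss of cells showing the perinucleolar compartment, a nuclear body marking cancer cells; inconclusive = readout between -30 and a set limit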;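 note: plate controls were DMSO wells for no effect and camptothecin positive control wells for full effect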
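PC3M cells stably expressing PTB-GFP, 750–1000 cells/well, treated 16 h at 37 °C with compound (23 nl of library stock), in duplicate. After paraformaldehyde fixation and Hoechst stain, imaged at 20x; PNC prevalence scored by image analysis.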
IMPase cell inh – qHTS Assay for Identifying the Cell-Membrane Permeable IMPase Inhibitors; AID 901, 2007; Inositol monophosphatase 1 (Rattus norvegicus), P97697; 120,000 tested, under 10 active; CHO-M1 cells, IP1 accumulation, HTRF TR-FRET ratio; inhibition (IP1 accumulation), % at 46.1 µM; active = well fitted curve in the direction sought with a large enough effect in the signal ratio, not every such curve was filed as active; inconclusive = small, poorly fitted or top-dose-only effect, or a change in a side signal; inactive = no such curve, though single readings can be large or run the other way; the % refers to the signal ratio;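 note: cells stimulated with carbachol in lithium chloride buffer; plate controls were DMSO basal wells for no effect and reference inhibitor wells for full effect; higher means more IMPase inhibition seen as more IP1 and lower FRET ratio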
Target sequence (P97697 whole entry, looked up): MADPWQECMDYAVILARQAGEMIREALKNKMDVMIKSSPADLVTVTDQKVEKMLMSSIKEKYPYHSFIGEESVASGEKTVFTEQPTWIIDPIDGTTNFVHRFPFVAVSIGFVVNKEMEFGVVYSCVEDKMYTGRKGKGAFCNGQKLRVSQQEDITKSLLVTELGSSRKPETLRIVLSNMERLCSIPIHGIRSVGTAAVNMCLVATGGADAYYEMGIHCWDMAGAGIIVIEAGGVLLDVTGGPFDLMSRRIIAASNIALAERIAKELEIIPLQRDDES
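Elevated IP1 in lysates lowers TR-FRET signal (665/620 ratio and 620 channel reported). Cells were CHO-M1, given carbachol (50 uM as added) plus 50mM LiCl, pH 7.4, 30 min, 37C; compounds titrated up to 46 uM; AC50 by Hill equation.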
ALOX12 inhib – qHTS Assay for Inhibitors of 12-hLO (12-human lipoxygenase). Polyunsaturated fatty acid lipoxygenase ALOX12 (Homo sapiens), P18054. purified 12-hLO, xylenol orange hydroperoxide absorbance. Potency, µM (top dose mostly 57.1 µM), without a hit: top-dose activity change, negative = inhibition, hits mostly inhibitors. 0.12% of 150,000 active. AID 1452, 2008; note: potency is the fitted concentration of half-maximal effect; nearly all actives have a fitted effect of over 55% in size; many of its hits are not listed in these tables
Target sequence (P18054 whole entry, looked up): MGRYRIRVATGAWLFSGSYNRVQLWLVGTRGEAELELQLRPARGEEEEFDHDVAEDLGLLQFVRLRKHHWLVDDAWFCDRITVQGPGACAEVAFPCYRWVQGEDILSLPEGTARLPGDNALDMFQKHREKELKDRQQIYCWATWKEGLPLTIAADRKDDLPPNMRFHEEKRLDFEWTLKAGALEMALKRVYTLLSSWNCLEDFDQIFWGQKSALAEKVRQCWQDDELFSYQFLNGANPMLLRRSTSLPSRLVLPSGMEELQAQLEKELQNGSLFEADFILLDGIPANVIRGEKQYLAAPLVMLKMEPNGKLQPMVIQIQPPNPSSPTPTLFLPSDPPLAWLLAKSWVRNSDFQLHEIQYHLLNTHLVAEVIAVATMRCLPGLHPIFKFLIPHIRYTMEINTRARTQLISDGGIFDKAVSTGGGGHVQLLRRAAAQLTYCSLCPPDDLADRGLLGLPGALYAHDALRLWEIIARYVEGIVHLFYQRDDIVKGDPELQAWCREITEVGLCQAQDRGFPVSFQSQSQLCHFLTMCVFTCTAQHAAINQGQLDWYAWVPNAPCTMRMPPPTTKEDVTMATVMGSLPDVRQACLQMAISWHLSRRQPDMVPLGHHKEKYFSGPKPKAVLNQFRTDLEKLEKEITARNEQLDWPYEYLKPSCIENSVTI
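Lipoxygenase turnover measured by absorbance at 573 and 405 nm after Fe-XO development. Human 12hLO 150 nM, arachidonate 40 uM, pH 7.0 Hepes buffer with detergent; 15 min compound preincubation, 30 min reaction.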
Active calls of the source: *; ? = inconclusive; nt = no result given; & = joins results of further samples; [ ] = another dose, or the depositor's remark. Unless noted, calls come from the whole dose curve; as a rule, active = well fitted curve in the direction sought with a large enough effect; inconclusive = small, poorly fitted or top-dose-only effect, or another doubt; inactive = no such curve, though single readings can be large; an effect the other way counts as inactive or inconclusive. Unless noted, % is set by controls: 0 for no effect and ±100 for the full control effect. Not all compounds are listed (hit frequency here may not be typical).

SMILES	ALOX15B inhib	PNC assembly inh	IMPase cell inh	ALOX12 inhib
CCOc1ccc(-c2nc(CSc3nnc(N)s3)cs2)cc1OC	-7%	-101*	1	-1%
CC(C)COc1ccc(CNC(=S)N/N=C/c2ccc([N+](=O)[O-])cc2)cc1	-11%	?	4	?
CCOC(=O)c1c(NC(=O)COC)sc2c1CCCC2	-1%	-84*	-8	-1%
COC(=O)Nc1c(-c2ccccc2)nc2ccccn12	0%	?	0	-3%
C=C(C)C1COc2cc3oc(=O)ccc3cc2O1 (stereo not given)	3%	nt	nt	0%
O=C(c1ccccc1)c1ccc(OCC(O)CN2CCCCC2)cc1 (stereo not given)	16%	8	7	6%
COc1ccc(-c2nc(CSCC(=O)NC3CCCc4ccccc43)c(C)o2)cc1OC (stereo not given)	-3%	31	3	-4%
CC1Cc2ccccc2N1C(=O)Cn1cc([N+](=O)[O-])cn1 (stereo not given)	2%	27	-1	1%
S=c1[nH]nc(Cc2sc(-c3ccccc3)nc2-c2ccccc2)o1	-20%	1	-17	-14%
CN(C)c1ccc(C2NCCS2)cc1 (stereo not given)	1%	?	-1	3%
CCS(=O)(=O)c1ccc(O)c(NC(=O)c2cc(OC)c(OC)c(OC)c2)c1	1%	?	6	4%
CCc1ccc(N(C(=O)c2csnn2)C(C(=O)NCc2ccccc2)c2ccco2)cc1 (stereo not given)	-5%	51	3	5%
O=C(c1ccccc1Cl)N1CCC(c2nc3c(nnn3Cc3ccco3)c(=O)[nH]2)CC1	nt	4	-13	-3%
CC(NC(=O)c1ccccc1Cl)C(=O)O (stereo not given)	1%	?	6	0%
CCCN1CCN(C(=O)Cn2c(=O)oc3cc(S(=O)(=O)NCc4ccccc4)ccc32)CC1	nt	37	0	1%
COCCCn1c(SCC(=O)N(C)C)nnc1-c1ccccc1	-4%	?	5	-6%
O=C(NC1C(=O)NNC1c1ccccc1)c1ccccc1 (stereo not given)	3%	13	-3	-6%
CCOc1ccc(S(=O)(=O)Nc2nc3ccccc3nc2-n2ccc(=NC(=O)c3cccs3)cc2)cc1	nt	?	nt	0%
Cc1cc(C)c2c(=O)[nH]c(SCC(=O)N3CCCCC3)nc2n1	-8%	26	-14	-1%
Cc1ccc(CNS(=O)(=O)c2cn(C)cn2)cc1	-12%	1	0	13%
O=C(CNC1CCCCCC1)Nc1ccccc1N1CCCCC1	14%	20	14	-6%
S=C(Nc1ccccc1)c1nc2ccccc2s1	nt	18	nt	-3%
Cc1cccc(NC(=O)Cn2cccc2)c1	-12%	19	-5	2%
CC(=O)c1ccc(NC(=O)Nc2ccc([N+](=O)[O-])cc2)cc1	nt	36	7	-2%
O=S(CC1CC1(Cl)Cl)CC1CC1(Cl)Cl (stereo not given)	nt	?	8	-1%
COc1ccc2cnn(Cc3ccccc3)c(=O)c2c1OC	7%	-27	-3	-4%
COC(=O)c1ccc(NC(=O)CN(C)S(=O)(=O)c2ccc(OC)c(C)c2)cc1	4%[2.29 µM]	?	6	3%
CCn1c(=NC(=O)CN2C(=O)CCC2=O)sc2c(OC)ccc(OC)c21	-2%	21	5	-2%
O=[N+]([O-])c1ccc2nnn(O)c2c1	nt	45	nt	-2%
COc1ccc(C(=O)Nc2ccncc2)cc1OC	5%	-9	7	7%
Cc1cc(C)n(-c2nc3ccccc3nc2N2CCN(C(=O)c3ccccc3)CC2)n1	-7%	-29	2	-5%
CNS(=O)(=O)c1cccc(C(=O)OC2CCCCC2=O)c1 (stereo not given)	2%	25	2	-2%
Cc1ccnc(N/N=C/c2ccccc2)n1	nt	?	2	-3%
COc1ccc(C(=O)COC(=O)C(CCSC)NS(=O)(=O)c2ccc(Cl)cc2)cc1 (stereo not given)	nt	?	nt	-2%
O=c1c(-c2ccc(Cl)cc2)nc2cncnc2n1Cc1ccccc1Cl	4%	nt	nt	-1%
CCN1C(=O)/C(=C/c2cccs2)N(C)C1=S	-26%	?	8	?
Cc1cc(C)c2c(-n3cccc3)nn(C)c2n1	4%	-109*	1	7%
COc1ccc(CCN2CNc3c(c(=O)n(C)c(=O)n3C)C2)cc1OC	-3%	18	10	-2%
CCN(CC)S(=O)(=O)c1ccc(N2CCCC2)c(C(=O)OCC(=O)/C(C#N)=C(\C)N)c1	-7%	40	9	-7%
Cc1ccnc(N2C(=O)c3ccccc3C2O)c1 (stereo not given)	1%	-24	1	3%

Look-ups from the list:
CC(NC(=O)c1ccccc1Cl)C(=O)O (stereo not given) in IMPase cell inh → 6
CCc1ccc(N(C(=O)c2csnn2)C(C(=O)NCc2ccccc2)c2ccco2)cc1 (stereo not given) in ALOX12 inhib → 5%

More structures follow.
SMILES	ALOX15B inhib	PNC assembly inh	IMPase cell inh	ALOX12 inhib
Cc1c(CN(C)C(=O)c2nn(C)cc2[N+](=O)[O-])cnn1C	nt	-3	nt	0%
CCOC(=O)C1(CC)NC(c2ccco2)C2C(=O)N(C)C(=O)C21 (stereo not given)	nt	-20	-12	-1%
COc1ccc(CCC(=O)Nc2cc(Cl)ccc2OC)cc1	-2%	-3	7	0%
CCC(C(=O)NC1CCCCC1)N(CC1CCCO1)C(=O)CNS(=O)(=O)c1ccc(OC)cc1 (stereo not given)	-3%	13	-3	-2%
NCC1O[C@H](O[C@@H]2C(O)[C@H](O[C@H]3OC(CO)C(O)C(N)C3O)[C@@H](N)C[C@H]2N)[C@@H](N)CC1O (stereo not given in full)	-5%	nt	nt	-8%
CCOC(=O)c1ccc(N=c2sc(C(=O)OC)cc(=O)n2Cc2ccc3c(c2)OCO3)cc1	-15%	?	-4	-4%
COC(=O)c1sccc1NC(=S)N1CC(C)CC(C)C1 (stereo not given)	-18%	-5	15	-11%
CNC(=O)NC(=O)COC(=O)CCCOc1ccc(OC)cc1	5%	33	-17	-1%
CCOC(=O)C1CCCN(C(=O)c2cc3c(C)nc4ccccc4c3o2)C1 (stereo not given)	9%	?	25	-6%
COc1ccc(NC(=O)COC(=O)CNC(=O)c2cc(OC)c(OC)c(OC)c2)cc1	nt	42	nt	-3%
CCOc1ccc(Nc2cc(=O)oc3ccccc23)cc1	-7%	-29	-14	0%
CCN(CC(=O)NCc1cccs1)S(=O)(=O)c1ccc(C(C)C)cc1	-1%	-13	-5	-5%
O=c1c(O)c(-c2cc(O)c(O)c(O)c2)oc2cc(O)cc(O)c12	?	nt	?	?
COCCCNC(=O)CSc1nc2ccccc2c(=O)n1CCCC(=O)NCC1CCCO1 (stereo not given)	-4%	?	14	-1%
COC(=O)c1cc2occc2n1Cc1c(F)cccc1Cl	-13%	-12	12	-6%
c1ccc(-c2c(-c3ccccc3)n(Cc3ccco3)c3ncnc(NCCCn4ccnc4)c23)cc1	48%[activator]	-16	10	-5%
Cc1ccc(C)c(N2CC(=O)N(c3cc(C)ccc3C)CC2=O)c1	4%	-20	-1	2%
COn1c(-c2ccc(Cl)cc2)nc2ccc(Cl)cc21	8%	49	2	-4%
O=C(Cc1ccc([N+](=O)[O-])cc1)NCc1ccccc1Cl	nt	3	nt	-1%
Cc1ccc(N=C2C(=S)N(c3ccc(C)cc3)C(=N)N2/N=C/c2ccc(Cl)cc2)cc1	nt	-25	21	-5%

Profiles, quoted from the list. Values in the order: ALOX15B inhib	PNC assembly inh	IMPase cell inh	ALOX12 inhib
Profile of c1ccc(-c2c(-c3ccccc3)n(Cc3ccco3)c3ncnc(NCCCn4ccnc4)c23)cc1 : 48%[activator]	-16	10	-5%
Profile of CCN(CC(=O)NCc1cccs1)S(=O)(=O)c1ccc(C(C)C)cc1 : -1%	-13	-5	-5%

(next part)
SMILES	ALOX15B inhib	PNC assembly inh	IMPase cell inh	ALOX12 inhib
Fc1ccc(NC(=S)NCc2ccccn2)cc1	-3%	-2	-4	4%
O=C(CCn1nnc2ccccc21)Nc1nnc(Cc2ccccc2)s1	-21%	-16	1	2%
O=C(NCc1ccccn1)C1CCN(S(=O)(=O)N2CCC3(CC2)OCCO3)CC1	nt	35	nt	-2%
O=C(c1cccc(Br)c1)N1CCN(C(=O)N2CCCCC2)CC1	1%	?	9	-6%
C=CCN1C(=O)S/C(=C/c2ccsc2)C1=O	nt	-10	-3	3%
COc1ccc(N2CCN(c3cc(=O)n(Cc4ccc(F)cc4)c(=O)[nH]3)CC2)cc1	-4%	-26	5	-5%
CCOC(=O)C1CCCN(c2c(N3CCN(C4CCCCC4)CC3)c(=O)c2=O)C1 (stereo not given)	6%	?	6	-4%
Cc1ccc(NC(=O)CSc2n[nH]c(C)c2[N+](=O)[O-])cc1C	nt	126	-10	-3%
COC(=O)c1[nH]c2c(c1C)C(=O)CC(c1cccs1)C2 (stereo not given)	-4%	-85*	-3	-3%
CCCS(=O)(=O)N1CCC(C(=O)NCc2ccccc2Cl)CC1	4%	?	15	2%
C/C(=N\NC(=O)CSCc1ccc(Cl)cc1)c1ccc(NC(=O)c2ccccc2)cc1	-10%	37	-7	-3%
Cn1cccc1Cc1nnc(SCC(=O)NCC2CCCO2)n1-c1ccc(F)cc1 (stereo not given)	-4%	48	5	-6%
CCOC(=O)c1csc(NC(=O)CSc2nnnn2-c2ccc(OC)cc2)n1	-7%	-17	1	-4%
CC(c1ccccc1F)n1cc(C(=O)NCCc2ccco2)nn1 (stereo not given)	-10%	14	-2	-10%
COc1ccc(C(=O)c2ccc(N(C)C)cc2)c(OC)c1	-3%	?	8	-8%
CC(=O)Nc1ccc(S(=O)(=O)N2CCSC2C(=O)O)cc1 (stereo not given)	0%	1	3	13%
Cc1cccn2c(=O)c(C=Nc3ccccc3)c(NCc3ccco3)nc12	-7%	7	9	-8%
CC(C)COC(=O)c1cc(=O)[nH]c2ccccc12	6%	-3	-6	-11%
CC1=Nn2c(nnc2-c2ccco2)SC1	-1%	-19	-17	-7%
O=C(O)c1ccc(Nc2ccnc3cc(Cl)ccc23)cc1O	-5%[11.4 µM]	nt	nt	-6%[11.4 µM]
COc1nc(C)ccc1-c1noc(-c2ccco2)n1	1%	19	-2	0%
O=C(COc1ccc(-c2nnco2)cc1)N1CCN(S(=O)(=O)c2ccc3ccccc3c2)CC1	1%	14	-1	3%
CCSc1ccccc1C(=O)NCc1ccc2c(c1)OCO2	-6%	?	4	-10%
Cc1nn(-c2ccccc2)c2sc(C(=O)NCCN3CCOCC3)cc12	42%[activator]	6	-3	5%
Cc1ccc(NC(=O)c2sc(Cl)nc2-c2ccccc2)cc1C	1%	-2	3	-1%
Cc1ccc2nc(NC(=O)CN(C)S(=O)(=O)c3ccc(Br)s3)sc2c1	1%	-24	3	-23%
O=C(Nc1ccc(N2CCCC2)c(Cl)c1)c1ccco1	-1%	9	13	-8%
CCCS(=O)(=O)N1CCN(CC2CC3C=CC2C3)CC1 (stereo not given)	-12%	-12	7	-7%
CSc1ncccc1C(=O)OCC(=O)c1cc2ccccc2o1	-20%	9	-2	-8%
C=CCN1C(=Nc2cccnc2)SCC1(O)c1ccc(C)cc1 (stereo not given)	22%	-14	3	?
COc1ccc2nc(SCC(=O)NC(C)(C)C)[nH]c2c1	0%	?	1	0%
N[C@H](C(=O)O)c1cc(O)cc(O)c1	4%&16%	nt	-8&-3	-5%&1%
CNC(=O)CN(c1ccc(C(C)C)cc1)S(C)(=O)=O	1%	26	5	5%
CCn1c(=O)c(C)nn2c3ccccc3nc12	3%	9	5	-2%
COc1ccc(/C=N/Nc2cc(=O)n(C)c(=O)n2C)cc1OC	nt	-24	nt	1%
Cn1cccc1C(=O)N1CCC2(CC1)CN(c1cccc(-c3ccccc3)c1)C2	-7%	nt	nt	-6%

Source: PubChem BioAssay (National Center for Advancing Translational Sciences (NCATS))
